High-throughput results (PubChem BioAssay)
Pol eta inh = DNA polymerase eta (human) inhibition; Q9Y253; recombinant Pol eta, fluorescent DNA replication assay; Potency, µM (highest dose often 114 µM), for the others: at the top dose activity change, negative = inhibition, usual class: inhibitors; 390,000 tested, 1.2% active; also: potency is read from the fitted curve at half-maximal effect; % is scaled to controls: 0 for no effect and ±100 for the full control effect
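Pol eta (10 nM) was preincubated with compounds for 15 min at room temperature, after which fluorescent replication substrate (50 nM final) was added to start the reaction. Fluorescence was read kinetically at 0 and 10 min.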
Pol kappa inh = DNA polymerase kappa (human) inhibition. purified Pol kappa, fluorescent DNA synthesis assay, 10 min. Potency, µM (top dose mostly 107 µM), inactives show at the highest dose activity, negative = inhibition, actives largely listed as inhibitors. 400,000 tested, 0.53% active. AID 588579; also: potency is read from the fitted curve at half-maximal effect; % is scaled to controls: 0 for no effect and ±100 for the full control effect
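First, compounds were pin-transferred onto 10 nM Pol kappa. After 15 min at room temperature, substrate was added to 50 nM final. Fluorescence was then measured kinetically at 0 and 10 min.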
Pol beta inh = inhibitors of human DNA polymerase beta | 340,000 tested, 1.3% active | P06746 | Pol beta primer extension/strand displacement, fluorescence kinetic | Potency, µM (doses to about 114 µM), for inactives: at the highest dose activity change, negative = inhibition, hits mostly inhibitors; also: potency is read from the fitted curve at half-maximal effect; % is scaled to controls: 0 for no effect and ±100 for the full control effect
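Homogeneous kinetic assay of primer extension and strand displacement by 10 nM Pol beta, preincubated 15 min at room temperature with compound before 50 nM substrate (final) was added. Read at 0 and 10 min; four-parameter Hill fit.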
Anesthetic bind = candidate novel general anesthetic via apoferritin binding. 350,000 tested, 0.074% active. apoferritin/1-aminoanthracene competitive binding, fluorescence. Potency, µM (doses to about 77.5 µM), inactives show at the top dose activity change, negative = displacement, usual class: inhibitors; also: potency is read from the fitted curve at half-maximal effect; % is scaled to controls: 0 for no effect and ±100 for the full control effect; nearly all actives have a fitted effect of over 20% in size
Target sequence (P02791 2-175 limits assumed): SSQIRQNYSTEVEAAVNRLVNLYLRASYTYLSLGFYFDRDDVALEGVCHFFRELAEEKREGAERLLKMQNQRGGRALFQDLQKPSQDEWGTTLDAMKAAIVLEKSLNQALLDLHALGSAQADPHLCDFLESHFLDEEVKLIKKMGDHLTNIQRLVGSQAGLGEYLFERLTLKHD
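Horse-spleen apoferritin (10 uM) was mixed with 50% saturated 1-aminoanthracene in PBS, exposed to compounds for 10 min at room temperature, and read for fluorescence (ex 380 nm, em 535 nm). Competitive displacement was fitted with a four-parameter Hill equation.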
APEX1 inh = inhibitors of human APE1 endonuclease. P27695. recombinant APE1, TAMRA/BHQ-2 abasic DNA cleavage fluorescence. Potency, µM (doses to about 65.8 µM), for inactives: top-dose activity change, negative = inhibition, most hits filed as inhibitors. 350,000 tested, 0.35% active;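 also: potency is read from the fitted curve at half-maximal effect; plate controls were vehicle for no effect and reference inhibitor for full effect; nearly all actives have a fitted effect of over 55% in size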
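Enzyme (0.75 nM final) and test compound are incubated 15 min at room temperature before adding 50 nM quenched THF abasic-site duplex. Cleavage dequenches TAMRA, followed at 525/598 nm over three reads one minute apart.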
Tb PGK inh = inhibitors of T. brucei phosphoglycerate kinase. PGK/GAPDH coupled, Kinase-Glo luminescence, 60 min. Potency, µM (titrated, usually from 57.5 µM), without a hit: top-dose activity change, negative = inhibition, hits mostly inhibitors. 380,000 tested, 0.043% active; also: potency is read from the fitted curve at half-maximal effect; % is scaled to controls: 0 for no effect and ±100 for the full control effect; nearly all actives have a fitted effect of over 60% in size
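Luminescent ATP detection (Kinase-Glo Plus) follows a 60-minute room-temperature incubation, with wells lacking PGK as controls. Buffer: 100 mM TEA (pH 7.6), 5 mM MgCl2, 0.01% Tween-20. Coupling enzyme GAPDH (100 nM final) supplies unstable 1,3-BPG in-well.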
RXFP1 antagonist = RXFP1 (human) relaxin receptor antagonism; activity change, negative = inhibition, % at 57.5 µM; Q9HBX9; HEK293-RXFP1, relaxin-stimulated cAMP HTRF, 30 min; stronger effect = lower value; AID 1259400; 350,000 tested, 0.59% active;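 active = activity change of -60% or lower, but not beyond a set lower limit; inconclusive = change between -60% and -40%, or beyond the set limit; inactive = change above -40%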; also: % is scaled to controls: 0 for no effect and ±100 for the full control effect
BLM helicase inh = inhibitors of human Bloom syndrome helicase BLM. P54132. recombinant BLM DNA unwinding, fluorescence dequenching. Potency, µM (top dose mostly 56.1 µM), for inactives: at the highest dose activity change, negative = inhibition, usual class: inhibitors. 350,000 tested, 0.2% active;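 also: potency is read from the fitted curve at half-maximal effect; plate controls were vehicle for no effect and no enzyme for full effect; nearly all actives have a fitted effect of over 35% in size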
POLI inh = inhibitors of human DNA polymerase iota | Q9UNA4 | Pol iota fluorescent replication assay, 10 min | Potency, µM (titrated, usually from 115 µM), inactives show top-dose activity, negative = inhibition, actives largely listed as inhibitors | 390,000 tested, 1% active | AID 588590; also: potency is read from the fitted curve at half-maximal effect
Target sequence (Q9UNA4 whole entry, looked up): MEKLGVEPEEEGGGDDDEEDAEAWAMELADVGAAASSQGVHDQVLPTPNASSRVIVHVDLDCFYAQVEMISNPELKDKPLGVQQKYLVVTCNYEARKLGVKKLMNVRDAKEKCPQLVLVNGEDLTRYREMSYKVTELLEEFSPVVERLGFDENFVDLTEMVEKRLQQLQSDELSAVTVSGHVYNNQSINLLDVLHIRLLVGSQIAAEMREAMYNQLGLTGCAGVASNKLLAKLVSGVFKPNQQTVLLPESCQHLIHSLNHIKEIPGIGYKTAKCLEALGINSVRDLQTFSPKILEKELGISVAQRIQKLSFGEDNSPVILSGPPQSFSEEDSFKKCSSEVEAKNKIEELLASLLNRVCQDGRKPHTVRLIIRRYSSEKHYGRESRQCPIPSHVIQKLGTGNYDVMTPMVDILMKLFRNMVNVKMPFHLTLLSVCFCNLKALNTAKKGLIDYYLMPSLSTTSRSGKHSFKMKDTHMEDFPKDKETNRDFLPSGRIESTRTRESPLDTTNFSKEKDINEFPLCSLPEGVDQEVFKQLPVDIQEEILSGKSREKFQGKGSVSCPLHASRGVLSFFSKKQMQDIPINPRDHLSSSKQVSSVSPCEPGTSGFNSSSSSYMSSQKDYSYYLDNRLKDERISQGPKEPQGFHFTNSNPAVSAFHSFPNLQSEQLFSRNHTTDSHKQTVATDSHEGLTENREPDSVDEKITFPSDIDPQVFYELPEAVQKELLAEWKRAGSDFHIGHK
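Fluorescent replication assay read twice, at 0 min and 10 min after adding 50 nM (final) substrate. Enzyme (10 nM) and compounds were first incubated 15 min at room temperature; enzyme-free buffer wells were negative controls.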
Active calls of the source: *; i = inactive; u = inconclusive; x = no result given; [ ] = dose if it differs, or a comment. Unless noted, calls follow the shape of the dose curve; as a rule, active = well fitted curve in the direction sought with a large enough effect; inconclusive = small, poorly fitted or top-dose-only effect, or another doubt; inactive = no such curve, though single readings can be large; an effect the other way counts as inactive or inconclusive. Some of the compounds tested. The share of hits here may be higher or lower than overall.

1: CCN(CC)C(=S)SCC(=O)Nc1nc(-c2ccccc2)c(-c2ccccc2)o1
2: Cc1cccc(N2C(=O)CCC2=O)c1
3: c1ccc(CCNc2ccccc2)cc1
4: CC(C)=CCN1CCN(Cc2coc3ccc(C)cc3c2=O)CC1CCO (stereo not given)
5: CCOc1ccc(OCCCN(C)C)cc1

assay / entry	1	2	3	4	5
Pol eta inh	-10%	-8%	x	-3%	-12%
Pol kappa inh	-7%	-17%	x	-7%	-3%
Pol beta inh	14%	-1%	1%	0%	4%
Anesthetic bind	5%	-2%	u	-4%	-8%
APEX1 inh	-9%	6%	u	20%	4%
Tb PGK inh	-1%	-1%	x	-9%	-4%
RXFP1 antagonist	-11	4	x	5	16
BLM helicase inh	-10%	3%	-7%	0%	1%
POLI inh	21%	-13%	x	29%	11%

6: CCc1ccccc1N1CC(c2nc3ccccc3n2CCCCOc2ccccc2OC)CC1=O (stereo not given)
7: O=C1c2ccccc2C(Nc2ccc3c(c2)OCCO3)N1c1ccccn1 (stereo not given)
8: COc1ccc(NC(=O)CC2C(=O)NC3CCCCC3N2C(=O)c2ccc(F)cc2)cc1 (stereo not given)
9: CCCCOc1ccc(CSC(=N)N)cc1[N+](=O)[O-]
10: COc1ccc(S(=O)(=O)NC(C)C)cc1C(=O)N1CCOCC1

assay / entry	6	7	8	9	10
Pol eta inh	-19%	-9%	4%	-6%	-7%
Pol kappa inh	-13%	-9%	-15%	-3%	-21%
Pol beta inh	-1%	-9%	u	26%	47%
Anesthetic bind	250%[activator]	-16%	4%	u	3%
APEX1 inh	x	-1%	39%	0%	12%
Tb PGK inh	-2%	-2%	0%	-7%	i
RXFP1 antagonist	-12	x	12	-11	19
BLM helicase inh	-11%	-6%	-5%	-3%	1%
POLI inh	-21%	-1%	38%[activator]	7%	133%[activator]

Numbers 6 through 7, quoted:
6: CCc1ccccc1N1CC(c2nc3ccccc3n2CCCCOc2ccccc2OC)CC1=O (stereo not given)
7: O=C1c2ccccc2C(Nc2ccc3c(c2)OCCO3)N1c1ccccn1 (stereo not given)

assay / entry	6	7
Pol eta inh	-19%	-9%
Pol kappa inh	-13%	-9%
Pol beta inh	-1%	-9%
Anesthetic bind	250%[activator]	-16%
APEX1 inh	x	-1%
Tb PGK inh	-2%	-2%
RXFP1 antagonist	-12	x
BLM helicase inh	-11%	-6%
POLI inh	-21%	-1%

More records.
11: CCCCNC(=O)C1CCN(Cc2ccc(OCc3ccccc3)c(OC)c2)CC1
12: COC(=O)c1ccc(C(=O)Nc2ccc(F)cc2)cc1
13: Cc1ccc(S(=O)(=O)CCC(=O)OCC(=O)c2c[nH]c3ccccc23)cc1
14: O=[N+]([O-])c1ccccc1S(=O)(=O)Nc1ccc(S(=O)(=O)Nc2nccs2)cc1
15: CC(Cc1c[nH]c2ccccc12)C(=O)N1CCN(c2ccccc2F)CC1 (stereo not given)

assay / entry	11	12	13	14	15
Pol eta inh	-8%	-8%	-20%	0%	-11%
Pol kappa inh	-14%	6%	-4%	3%	6%
Pol beta inh	1%	x	24%	1%	-15%
Anesthetic bind	-20%	x	-5%	-6%	-5%
APEX1 inh	27%	17%	0%	14%	24%
Tb PGK inh	3%	-20%	-2%	-12%	-4%
RXFP1 antagonist	1	x	8	5	-7
BLM helicase inh	0%	x	-11%	-8%	-3%
POLI inh	u	u	-9%	u	14%

16: Cc1noc(C)c1CCC(=O)NC1CCCN(Cc2ccc(CC(C)C)cc2)C1 (stereo not given)
17: COc1cccc(C(=O)c2c(C)c(CCC#N)n3ccccc23)c1OC
18: CN(CC(=O)Nc1ccc(Cl)c(C(F)(F)F)c1)C(=O)/C=C/c1ccco1
19: CSCCC(NS(=O)(=O)c1ccc2c(c1)OCCO2)C(=O)N(C)Cc1ccc(F)cc1 (stereo not given)
20: CC(=O)Nc1ccc(/C(N=Nc2ccccc2)=N/N=C(N)N)cc1

assay / entry	16	17	18	19	20
Pol eta inh	-3%	-11%	-23%	-23%	-16%
Pol kappa inh	-6%	-14%	-8%	-12%	-4%
Pol beta inh	-7%	28%	0%	x	x
Anesthetic bind	-10%	-16%	-8%	x	x
APEX1 inh	-20%	u	-9%	-7%	x
Tb PGK inh	9%	-1%	i	-6%	2%
RXFP1 antagonist	-31	5	-10	-5	-12
BLM helicase inh	-1%	-1%	-4%	x	x
POLI inh	49%[activator]	119%[activator]	1%	21%	-2%

21: CCC(=O)OC1(C(=O)CCl)[C@@H](C)C[C@H]2[C@@H]3CCC4=CC(=O)C=C[C@]4(C)[C@@]3(F)[C@@H](O)C[C@@]21C (stereo not given in full)
22: Cc1cccc(N(CC(=O)NCCSc2ccccn2)S(=O)(=O)c2ccccc2)c1
23: CCOC(=O)c1[nH]c(C)c(/C(O)=C2\C(=O)C(=O)N(CCN(C)C)C2c2ccc(C)o2)c1C (stereo not given)
24: CC(C)C[C@H](NC(=O)NCc1ccccc1Cl)C(=O)O
25: O=C(c1cc(-c2cccc(Cl)c2)on1)N1CCN(c2ccc(F)cc2)CC1

assay / entry	21	22	23	24	25
Pol eta inh	-12%	-21%	-7%	-13%	7%
Pol kappa inh	-14%	5%	-6%	-3%	-14%
Pol beta inh	x	5%	4%	22%	8%
Anesthetic bind	x	2%	-11%	-8%	-3%
APEX1 inh	30%	0%	0%	0%	-5%
Tb PGK inh	-3%	2%	8%	0%	4%
RXFP1 antagonist	x	x	13	-1	9
BLM helicase inh	x	1%	-10%	-3%	-1%
POLI inh	-14%	17%	-6%[58.9 µM]	25%	2%

26: CCN(CC)CCNC(=O)c1ccc2c(c1)NC(=O)C(CS(=O)(=O)Cc1cccc(Br)c1)N2 (stereo not given)
27: O=C(COc1ccc(Br)cc1Cl)NC(=O)NCc1ccccc1
28: COc1ccccc1CNC(=O)C(Cc1c[nH]c2ccccc12)NC(=O)OCc1ccccc1 (stereo not given)
29: CCN1CCCC1CNC(=O)c1cc(N)ccc1OC (stereo not given)
30: O=C1NC(=S)S/C1=C\c1ccc2ccccc2c1

assay / entry	26	27	28	29	30
Pol eta inh	-19%	-20%	-24%	-16%	7%
Pol kappa inh	-5%[60.1 µM]	0%	-9%	-14%	-16%
Pol beta inh	1%	3%	6%	x	28%
Anesthetic bind	u	-19%	-5%	x	-6%
APEX1 inh	x	2%	-3%	x	u
Tb PGK inh	-4%	-4%	-4%	10%	4%
RXFP1 antagonist	-6	-7	-10	-5	-2
BLM helicase inh	2%	-2%	-5%	x	-3%
POLI inh	26%	11%	-9%	53%[activator]	-7%

31: CSCC[C@H](NC(=O)NCc1ccccc1F)C(=O)O
32: CC(=O)NC(CC(=O)Nc1cc(Cl)ccc1-n1cncn1)c1ccccc1 (stereo not given)
33: CC(C(=O)Nc1ccc2c(c1)OCCO2)N(C)Cc1c(F)cccc1Cl (stereo not given)
34: COc1cc(NC(=S)NCCO)c(OC)cc1Cl
35: COc1cccc(OC)c1C(=O)NC(=S)Nc1ccc2oc(-c3ccncc3)nc2c1

assay / entry	31	32	33	34	35
Pol eta inh	-5%	-5%	-22%	-1%	-14%
Pol kappa inh	-5%	-7%	-1%	3%	1%
Pol beta inh	5%	x	16%	-1%	43%
Anesthetic bind	-7%	x	-10%	12%	-8%
APEX1 inh	2%	22%	3%	25%	11%
Tb PGK inh	-5%	i	9%	-8%	-8%
RXFP1 antagonist	2	-12	-18	-6	6
BLM helicase inh	0%	x	-10%	0%	-1%
POLI inh	-1%	41%[activator]	101%[activator]	-11%	14%

5 entries from above, with two lines to a compound:
Below each compound: Pol eta inh, Pol kappa inh, Pol beta inh, Anesthetic bind, APEX1 inh, Tb PGK inh, RXFP1 antagonist, BLM helicase inh, POLI inh
35	COc1cccc(OC)c1C(=O)NC(=S)Nc1ccc2oc(-c3ccncc3)nc2c1
 : -14%, 1%, 43%, -8%, 11%, -8%, 6, -1%, 14%
33	CC(C(=O)Nc1ccc2c(c1)OCCO2)N(C)Cc1c(F)cccc1Cl (stereo not given)
 : -22%, -1%, 16%, -10%, 3%, 9%, -18, -10%, 101%[activator]
34	COc1cc(NC(=S)NCCO)c(OC)cc1Cl
 : -1%, 3%, -1%, 12%, 25%, -8%, -6, 0%, -11%
32	CC(=O)NC(CC(=O)Nc1cc(Cl)ccc1-n1cncn1)c1ccccc1 (stereo not given)
 : -5%, -7%, x, x, 22%, i, -12, x, 41%[activator]
31	CSCC[C@H](NC(=O)NCc1ccccc1F)C(=O)O
 : -5%, -5%, 5%, -7%, 2%, -5%, 2, 0%, -1%

Additional records
36: O=C1/C(=C/c2cccs2)NC(=S)N1C1CC1
37: COc1cc(NC(=O)CSc2ccc(-c3cccnc3)nn2)cc(OC)c1
38: CC(C)[N+]1(C)[C@@H]2CC[C@@H]1CC(OC(=O)C(CO)c1ccccc1)C2 (stereo not given in full)
39: CC(=O)c1c(C)[nH]c(C(=O)NC2CCSc3ccccc32)c1C (stereo not given)
40: CCN1CCN(c2cc(C)c3cc(NC(=O)c4cc(OC)c(OC)c(OC)c4)ccc3n2)CC1

assay / entry	36	37	38	39	40
Pol eta inh	-6%	-11%	-12%	5%	u
Pol kappa inh	3%	-5%	-20%	-14%	-13%[60.1 µM]
Pol beta inh	0%	u	x	27%	u
Anesthetic bind	-6%	-10%	x	-7%	-16%
APEX1 inh	5%	-7%	-12%	-1%	x
Tb PGK inh	-3%	i	3%	0%	-6%
RXFP1 antagonist	x	-13	x	1	-2
BLM helicase inh	-6%	4%	x	-3%	1%
POLI inh	-6%	-4%	21%	-2%	-24%
